# Bioassay records as filed in PubChem BioAssay.
# Growth percent in the NCI-60 one-dose screen (48 h, 10 µM unless noted): 100 = growth as untreated, 0 = no growth, -100 = all killed.
# ACHN – ACHN renal cancer; 81,000 tested, 4.9% active
# OVCAR-8 – OVCAR-8 ovarian cancer. 81,000 tested, 4.4% active
# OVCAR-5 – OVCAR-5 ovarian cancer. 82,000 tested, 2.9% active. AID 1794783
# TK-10 – TK-10 renal cancer cells. 81,000 tested, 3.9% active
# A498 – A498 renal cancer cells. 76,000 tested, 5.4% active. AID 1794774
# RXF 393 – RXF 393 renal cancer cells. 77,000 tested, 6.9% active. AID 1794773
# CAKI-1 – CAKI-1 renal cancer | 75,000 tested, 4.7% active | AID 1794772
# OVCAR-3 – OVCAR-3 ovarian cancer; 79,000 tested, 7% active
# * = called active by the depositor; x = not tested or not shown; & = joins results of further samples. The calls were made as follows: active = growth percent below 10; inactive = the rest.
compound,OVCAR-5,OVCAR-3,A498,CAKI-1,RXF 393,ACHN,TK-10,OVCAR-8
COc1ccc(/C=C2/SC(=S)NC2=O)c(OC)c1OC,73,90,54,64,82,77,81,91
COCC(Cl)/C(N)=N\S(=O)(=O)c1ccc(Cl)cc1 (stereo not drawn),123,107,111,77,108,103,104,104
CCOC(=O)/C(C#N)=C(\C)CCc1ccccc1,108,118,78,81,97,101,140,103
CCC(OC(C)=O)c1ccc2c(c1)OCO2 (stereo not drawn),108,113,81,108,95,110,96,108
COc1ccc(/C=C(\c2cc(OC)c(OC)c(OC)c2)c2nnc(-c3ccc(C)cc3)o2)cc1,105,99,69,81,102,94,96,93
O=C(N/N=C/c1ccc(O)cc1O)c1cccc(Nc2ccnc(C(F)(F)F)c2)c1,48,32,45,40,45,30,43,23
COc1ccc(-c2nc(SC(C)C)nc(NNC(N)=O)c2C#N)cc1,86,81,90,72,x,90,97,97
CCCCCCCCN=C(NCCCCCCCC)SCc1cccc2ccccc12,-84*,-98*,-80*,-85*,-79*,-92*,-95*,-93*

# Some entries already given, showing only A498 and OVCAR-3.
SMILES	A498	OVCAR-3
COc1ccc(/C=C2/SC(=S)NC2=O)c(OC)c1OC	54	90
CCC(OC(C)=O)c1ccc2c(c1)OCO2 (stereo not drawn)	81	113
O=C(N/N=C/c1ccc(O)cc1O)c1cccc(Nc2ccnc(C(F)(F)F)c2)c1	45	32
COc1ccc(/C=C(\c2cc(OC)c(OC)c(OC)c2)c2nnc(-c3ccc(C)cc3)o2)cc1	69	99

# (continued)
compound,OVCAR-5,OVCAR-3,A498,CAKI-1,RXF 393,ACHN,TK-10,OVCAR-8
CC(C)(C)c1cc(O)c(C(C)(C)C)cc1O,97,99,58,84,x,92,x,93
Clc1cccc(Cl)c1C(Nc1nc2ccccc2s1)Nc1nc2ccccc2s1,90,114,112,108,104,89,114,108
O=C(c1ccccc1F)N1CCN(c2ccnc3cc(Cl)ccc23)CC1,94,106,91,86,94,97,83,95
CC1CCC(C(C)(C)C)C(O)C1 (stereo not drawn),106,118,107,101,106,103,103,113
C#Cc1nc(C(=O)NCCCCCCC(=O)NO)cs1,10,x,-95*,-80*,-79*,-86*,-14*,16
S=C1NCc2cncnc2N1,98,112,104,85,105,93,98,104
CCNCc1ccncc1,112,110,98,94,112,108,99,103
CC1(C)CC(=O)C=C(NCCCCCCCCNC2=CC(=O)CC(C)(C)C2)C1,118,106,122,100,x,106,106,112
Nc1cc(SCc2ccc([N+](=O)[O-])cc2)ncn1,89,102,90,104,115,104,102,103
COC(=O)[C@@H]1CCCN1C(=O)CCCCOc1cc(O)c2c(=O)cc(-c3ccccc3)oc2c1,172,102,113,101,x,114,118,106
CN1CCN(C(=O)CSc2nnc(Cn3c(C(F)(F)F)nc4ccccc43)o2)CC1,101,109,106,103,122,101,117,102
O=C1CCC(c2ccccc2)N1c1ccccc1 (stereo not drawn),92,98,102,90,98,97,93,101
Cc1ccc(S(=O)(=O)Oc2ccc(NC(=O)c3ccc(Cl)cc3)cc2)cc1,107,103,94,100,115,102,92,x
N=c1nc(N)ss1,102,112,106,106,118,102,93,101
Cc1c(O)c(=O)ccn1-c1ccc2sc(N)nc2c1,107,100,99,x,96,105,105,91
Nc1ncnc2c1N=C1c3ccccc3CCC1C(c1ccc(F)cc1)N2 (stereo not drawn),109,114,111,99,85,92,144,80
Nc1nc2c(N=Nc3ccc(Br)cc3)c(N)nn2c(-c2ccc(F)cc2)c1-c1nc2ccccc2s1,102,114,96,89,74,90,124,101
CC1=Nc2ccccc2C(=O)N(C)N1,101,124,85,102,104,105,111,111
O=C(Cc1ccccc1Nc1c(Cl)cccc1Cl)N/N=C/c1sc(=S)n(-c2ccc(F)cc2)c1O,102,90,x,103,88,93,104,95
COc1ccc(C(C(N)=O)N2CCCCC2)cc1 (stereo not drawn),105,103,117,98,101,108,89,101
C/C(=N\O)c1ccc(NC(=O)CN2CCN(c3cc4c(cc3F)c(=O)c(C(=O)O)cn4C3CC3)CC2)cc1,96,112,105,x,96,108,99,101
COc1ccc(-c2nc(N=Nc3c(O)[nH]c4ccccc34)nc(N3CCOCC3)c2C#N)cc1,82,67,67,43,x,25,71,44
C=C(C)[C@@H]1CC[C@]2(C(=O)OC)CC[C@]3(C)[C@H](CC[C@@H]4[C@@]5(C)C/C(=C/c6ccco6)C(=O)C(C)(C)[C@@H]5CC[C@]43C)[C@@H]12,101,106,115,82,108,97,101,95
CCOC(=O)c1c(NC(=O)c2cccc(C(F)(F)F)c2)sc2c1CCC(=O)C2,40,26,106,24,26,8.5*,55,20
Cc1nonc1-c1ccc2c(c1)OCO2,121&111,105&101,166,103&82,99&97,107&109,121&105,97&98
N=c1ccn(O)cc1CCc1ccccc1,101,113,x,102,111,99,102,110
Cc1cc(=O)oc2cc(OCCCOc3ccc(/C=C/C(=O)Nc4ccc(Br)cc4)cc3)ccc12,95,x,83,104,58,47,79,84
NC(=N\N=C/Cc1ccccc1)/C(N)=N\N=C\Cc1ccccc1,99,110,90,102,121,95,110,107
CNC(=O)c1cc(-n2ccc3cc(NC(=O)Nc4ccc(Cl)c(Cl)c4)ccc32)ccn1,114,91,77,85,74,79,110,79
CC(=O)CC1CCCC1c1ccc2ccccc2c1 (stereo not drawn),97,105,98,99,109,101,92,100
Cc1ccc(/C=C2\Oc3ccc(O)c(O)c3C2=O)cc1,69,12,70,34,27,29,98,45
COc1cc2nc(Sc3ncccc3C(=O)O)n(Cc3ccccc3)c(=O)c2cc1OC,106,127,98,84,98,96,142,105
C[C@H](c1nc2ccc(C(=O)O)cc2[nH]1)[C@H]1CC[C@H]2[C@@H]3CCC4=CC(=O)CC[C@]4(C)[C@H]3CC[C@]12C,99,120,103,92,112,107,100,102
CC(=O)c1cccc(NC(=O)CCC(=O)NS(=O)(=O)c2ccc(C)cc2)c1,110,128,137,101,132,105,103,106
O=C1CCc2cccc(O)c2N1,108,107,95,98,116,104,112,104
COc1ccc(-c2cc(-c3cccnc3)[nH]c(=O)c2C#N)cc1,104,95,82,84,103,91,115,97
c1ccc2c(-c3cc(-c4cc(-c5cccc6ccccc56)on4)no3)cccc2c1,101,114,140,87,100,112,110,108
O=C(Nc1ccc2c(c1)[nH]c(=O)c1ccccc12)C(F)(F)F,93,98,71,69,96,106,109,86
Fc1ccc(C(F)(F)F)cc1-n1cc(-c2ccc(Br)cc2)oc1=Nc1ccc(Nc2ncnc3sc4c(c23)CCCC4)cc1,125,108,91,99,102,93,116,x
O=C(NCc1ccc(F)cc1)C1CN(c2ccc(Cl)cc2)N(c2ccc(Cl)cc2)C1=O (stereo not drawn),86,9.1*,40,58,65,76,100,80
COc1ccc(C(=O)c2nc3ccccc3n2CC(=O)c2ccc(Cl)cc2)cc1,47,-6.3*,73,24,28,49,52,37
CCCCCCCCCCCCNC(=S)N/N=C/c1ccccc1OCC,106,x,102,90,110,100,132,103
Nc1ccc(-c2ccc(-c3ccccc3N)c3[nH]c4ccccc4c23)cc1,57,19,21,25,24,32,24,33
COc1cc(/C=N\N=c2\sc3ccccc3n2C)ccc1OCCO,111&99,110&108,128&106,100&98,107&104,106&104,95&92,96&96
CCN1CCN(c2ccc(NC(=O)Nc3ccc(-c4cc(C(=O)NC)c5ncccc5n4)cc3)cc2C(F)(F)F)CC1,-100*,-100*,-98*,-100*,-94*,-100*,-99*,-94*
CC(=O)O[C@H](C)[C@H]1O[C@H]2CC(=O)O[C@H]2[C@@H]1O,89,104,96,x,120,104,82,103
OC(c1ccccc1)(C(F)(F)Cl)C(F)(F)Cl,113,103,78,x,102,x,107,98
CSC(=Nc1ccc(N(C)C)cc1)NC#N,109,114,108,96,104,103,107,120
COc1cc(C2(C)NC(=O)NC2=O)cc(OC)c1OC (stereo not drawn),102,110,x,94,101,105,105,98
COc1cc(CNS(=O)(=O)c2ccc(C)cc2)ccc1OCc1cn(-c2cccc([N+](=O)[O-])c2)nn1,99,93,53,90,96,85,123,93
CCSc1nnc2c(C)nc3ccccc3n12,90,104,100,70,89,78,169,95
O=C(Nc1nc2ccc([N+](=O)[O-])cc2s1)Nc1cc(Cl)ccc1I,15,-21*,-17*,-25*,-45*,-3.5*,-4.5*,-14*
COc1ccc(-c2nc3ccc(-c4nnc(SCC(=O)Nc5ccc(Br)cc5)o4)cc3[nH]2)cc1,94,112,77,78,x,69,121,100
COc1c(F)cc(-n2c(C(=O)N3CC(F)C3)cc3cccnc32)cc1F,100,101,107,86,107,93,99,102
CC(C)(C)c1ccc(Oc2ccc([N+](=O)[O-])cc2[N+](=O)[O-])c(Br)c1,113,105,99,94,106,105,109,82
CN(C)CCNc1ncc(F)c(-c2cnc3cc(Cl)ccn23)n1,111,106,102,84,103,85,102,88

# Two of these compounds, reformatted:
> COc1cc(C2(C)NC(=O)NC2=O)cc(OC)c1OC (stereo not drawn)
- OVCAR-5 = 102
- OVCAR-3 = 110
- A498 = x
- CAKI-1 = 94
- RXF 393 = 101
- ACHN = 105
- TK-10 = 105
- OVCAR-8 = 98
> COc1cc(CNS(=O)(=O)c2ccc(C)cc2)ccc1OCc1cn(-c2cccc([N+](=O)[O-])c2)nn1
- OVCAR-5 = 99
- OVCAR-3 = 93
- A498 = 53
- CAKI-1 = 90
- RXF 393 = 96
- ACHN = 85
- TK-10 = 123
- OVCAR-8 = 93

# Other records:
compound,OVCAR-5,OVCAR-3,A498,CAKI-1,RXF 393,ACHN,TK-10,OVCAR-8
O=C(Nc1ccccc1)c1ccc2c(c1)nc(-c1ccc([N+](=O)[O-])cc1)n2C1CCCCC1,100,78,95,83,112,81,94,97
O=C(O)CCCCCN1C(=O)CSC1=S,119,115,116,110,110,112,158,107
O=C(Nc1nccs1)c1ccc(COc2ccccc2)o1,105,x,90,87,103,100,104,100
Oc1cc(Cl)c(O)c(-c2ccccc2)c1Cl,115,113,101,99,111,100,108,108
CCOC(=O)CC(C#N)C(=O)OCC (stereo not drawn),109,120,102,92,115,103,105,105
O=C(Nc1ccccc1)Nc1ccccn1,113,133,122,119,x,96,148,98
Cc1c(C(=O)N=Nc2c(O)[nH]c3ccc(Br)cc23)oc2ccccc12,103,106,x,73,89,65,104,78
O=S(=O)(O)c1cc(O)c2ccc(Nc3ccc4c(O)cc(S(=O)(=O)O)cc4c3)cc2c1,114&99,105&112,105&102,131,108&112,108&99,96&102,93&102
COc1ccc(C2C=C(c3ccc(OC)c(OC)c3)N=C3SC=C(C)N32)c(Br)c1 (stereo not drawn),93,112,115,100,106,95,107,99
Oc1ccccc1NC(=S)Nc1ccccc1O,124,105,97,96,127,113,93,99
CC(C)(C)c1cc(C(=O)N2CCC(C(=O)NCCN)CC2)cc(C(C)(C)C)c1,99,104,57,81,99,108,98,99
COc1ccc(-c2cc(-c3cccs3)n(C(C)=O)c(=O)c2C#N)cc1,94,110,87,110,98,99,136,102
O=C1Nc2ccc([N+](=O)[O-])cc2C1=Nc1ccc(F)c(Cl)c1,103,93,114,69,137,75,104,109
Cc1cc(N2CCCCC2)nc(N(CCCNc2ccnc3cc(Cl)ccc23)Cc2ccco2)n1,41,21,46,x,20,39,63,42
O=S(=O)(NCCCNc1nccc(-c2cn(-c3ccccc3)nc2-c2ccc(Cl)c(O)c2)n1)c1ccc(Cl)cc1,122,69,x,88,80,69,101,65
COC(=O)[C@]1(C)CCC[C@]2(C)[C@H]3C[C@H]4C(C(C)C)=C[C@]3(CC[C@H]21)[C@@H]1C(=O)N(CCC#N)C(=O)[C@@H]14,116,89,105,x,87,96,104,85
Clc1cc(Cl)cc(Nc2ccc3c(OCCCN4CCOCC4)cccc3n2)c1,49,65,60,57,53,50,80,82
Cc1ccc(-c2nc3c(c(-c4ccccc4)nn3-c3ccccc3)c(-c3ccc4c(c3)OCO4)c2C#N)cc1,100,93,111,78,42,97,83,107
O=[N+]([O-])c1ccc(-c2nnc(SCc3ccc(O)c4ncccc34)o2)cc1,49,8.3*,28,23,15,13,29,22
O=C(O)CSC(=S)N1CCOCC1,103,107,88,85,101,103,108,126
CC(=O)Oc1cc(C)c2sc(=O)[nH]c2n1,106,102,91,90,83,102,97,97
O=C(N/N=C/c1ccc(Cl)cc1)c1ccccc1Nc1ccnc(C(F)(F)F)c1,101,112,100,128,x,123,179,93
O=C(c1ccc(Cc2n[nH]c(=O)c3cccnc23)cc1)N1CCN(c2ccccc2)CC1,92,104,106,85,89,100,110,99
Nc1c(C(=O)Nc2cccc([N+](=O)[O-])c2)sc2nc3c(cc12)C(=O)CCC3,86,88,13,77,x,76,84,53
CCCCCCCCCCCCCCCCCC(=O)Nc1ccc(O)cc1,117,103,109,95,100,104,85,91
O=[N+]([O-])c1ccc(N=Nc2c(S(=O)(=O)O)cc3cc(S(=O)(=O)O)cc(O)c3c2O)cc1,123,115,114,114,131,103,112,95
CCn1cc(-c2ccnc(NCCCNS(=O)(=O)c3ccc(Br)cc3)c2)c(-c2cccc(OC)c2)n1,102,76,66,66,93,89,63,61
O=C(N/N=C/c1ccccc1O)c1ccccc1Nc1ccnc(C(F)(F)F)c1,21,36,-5.8*,-16*,19,5.8*,34,15
CCN(CC)CC(C)O (stereo not drawn),104,111,104,104,109,105,101,98

# The list is partial; rates above refer to the full screens.
